Compound activity deposited in PubChem by several laboratories.
TNAP inh noacc: TNAP (human) inhibition, acceptor-free conditions; purified TNAP, CDP-star luminescence, 30 min; inhibition, % at 20 µM; hit rate 0.26% among 200,000; AID 1012;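 active = tissue-nonspecific alkaline phosphatase inhibition above about 50% at 20 µM in the single-dose screen, limit read from the data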;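 also: 0% = DMSO negative control and 100% = EDTA positive control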
Target sequence (P05186 whole entry, looked up): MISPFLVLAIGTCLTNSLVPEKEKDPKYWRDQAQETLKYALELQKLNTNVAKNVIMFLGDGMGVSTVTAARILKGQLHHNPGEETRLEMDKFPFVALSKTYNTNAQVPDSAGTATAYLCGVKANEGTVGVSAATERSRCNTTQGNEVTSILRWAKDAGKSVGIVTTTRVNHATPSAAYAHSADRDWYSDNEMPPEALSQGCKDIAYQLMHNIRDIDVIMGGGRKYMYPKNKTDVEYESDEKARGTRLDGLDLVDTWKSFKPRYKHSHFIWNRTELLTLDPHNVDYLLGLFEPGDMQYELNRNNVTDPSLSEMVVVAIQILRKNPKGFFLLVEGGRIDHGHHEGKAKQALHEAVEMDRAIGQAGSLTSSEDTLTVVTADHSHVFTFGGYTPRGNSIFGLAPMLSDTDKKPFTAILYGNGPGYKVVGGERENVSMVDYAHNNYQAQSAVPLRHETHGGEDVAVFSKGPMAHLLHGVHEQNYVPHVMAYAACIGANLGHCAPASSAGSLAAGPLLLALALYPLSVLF
TNAP act hiacc: TNAP (human) activation, high acceptor; P05186; purified TNAP, CDP-star luminescence, 1 M DEA, 30 min; stronger effect = higher value; 0 = EDTA background, 1 = DMSO-only activity; activation factor at 20 µM; 200,000 tested, under 10 active;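 active = activation factor at least 2 at 20 µM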
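Control set: EDTA negative control, DMSO positive control / Assay system: human TNAP / Quantity: TNAP 1/800 final / Evaluation: TNAP activation factor scaled between EDTA and DMSO control wells / Measured by: luminescent substrate turnover signal / Compound dosing: one dose, 20 µM / Times: 30 min enzyme reaction at room temperature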
Lmaj promast: inhibitors of Leishmania major promastigote growth | Leishmania major promastigotes, resazurin fluorescence viability | inhibition, % at 10 µM | hit rate 9% among 200,000 | AID 1063; in the data active = inhibition above about 50%;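 also: promastigotes grown with compound for 44 hours at 28 °C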
TNAP inh hiacc: blocks human TNAP under high phosphate acceptor concentration; P05186; purified TNAP, CDP-star luminescence, 1 M DEA; inhibition, % at 20 µM; hit rate 0.03% among 200,000; AID 1135;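 active = over 50% inhibition of tissue-nonspecific alkaline phosphatase at 20 µM in the single-dose screen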;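 also: plate controls were DMSO wells for no effect and EDTA-quenched wells as full inhibition for full effect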
bIAP act: increases bovine intestinal alkaline phosphatase activity; hit rate 0.17% among 200,000; activation factor at 20 µM; AID 1016; purified bovine IAP, CDP-star luminescence, 30 min; stronger effect = higher value; fold of DMSO-control signal, blank-subtracted;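 active = activation factor of 2 or more at 20 µM, a signal rise over negative controls twice the positive control's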
APP transl inh: APP translation inhibition. hit rate 0.82% among 190,000. inhibition, % at 2 µM. SH-SY5Y APP 5'UTR-luciferase reporter, luminescence;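 active = inhibition above a set limit, derived from the sample mean plus 3 SD, cut at about 45% in these data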; also: values of inactives mirror those of a sister screen read the other way
bIAP inh: blocks bovine intestinal alkaline phosphatase activity | purified bovine IAP, CDP-star luminescence, 30 min | inhibition, % at 20 µM | 190,000 tested, under 10 active | AID 1019;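 active = over 50% inhibition of intestinal alkaline phosphatase at 20 µM in the single-dose screen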
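Assay system – bovine IAP enzyme · Quantity – bovine IAP at 1/65,000,000 final dilution · Detection – CDP-star luminescence signal · Times – 30 min reaction at room temperature · Also added – CDP-star substrate at 30 µM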
FLuc act counter: firefly luciferase counter-screen for stimulation assays; P08659; ATPlite luciferase biochemical, luminescence, 10 min; 0 = ATP-free wells, 1 = DMSO control; activation factor at 10 µM; 200,000 tested, under 10 active; AID 1027;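 active = luciferase activation factor, scaled between plate controls, of at least 2 with compound at 10 µM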
Target sequence (P08659 whole entry, looked up): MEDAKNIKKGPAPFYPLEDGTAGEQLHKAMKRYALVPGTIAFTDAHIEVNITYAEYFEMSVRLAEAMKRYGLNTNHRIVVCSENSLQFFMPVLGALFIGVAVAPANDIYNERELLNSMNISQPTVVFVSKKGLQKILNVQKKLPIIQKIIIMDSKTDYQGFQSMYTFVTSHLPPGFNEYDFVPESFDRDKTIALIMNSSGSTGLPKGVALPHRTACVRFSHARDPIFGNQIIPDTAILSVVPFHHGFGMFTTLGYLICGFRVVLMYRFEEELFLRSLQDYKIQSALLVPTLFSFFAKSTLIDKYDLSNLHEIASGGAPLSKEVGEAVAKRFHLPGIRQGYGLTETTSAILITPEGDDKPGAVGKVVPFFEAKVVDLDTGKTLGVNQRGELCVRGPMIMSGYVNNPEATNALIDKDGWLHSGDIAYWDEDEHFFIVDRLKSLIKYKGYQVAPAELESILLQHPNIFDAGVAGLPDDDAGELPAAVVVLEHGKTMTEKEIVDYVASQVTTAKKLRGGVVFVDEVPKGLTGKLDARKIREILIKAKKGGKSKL
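System: cell-free luciferase reagent; medium: PBS as buffer for the ATP substrate; doses: test compounds dosed from 2 mM stocks in 100% DMSO; incubation: 10 min, room temperature; measured by: luminescence from luciferase reaction; read-out: luciferase activation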
FLuc inhib CS: Photinus pyralis luciferase inhibition counter-screen; P08659; ATPLite firefly luciferase biochemical luminescence, 10 min; inhibition, % at 10 µM; hit rate 1.5% among 200,000;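 active = inhibition above about 50% when tested at 10 µM, limit read from the data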
RAM network inh: inhibitors of the yeast RAM network; S. cerevisiae dse1pr::URA3 reporter, 5-FOA growth OD615, 2 d; analog-sensitive cbk1-as2 kinase mutant strain; inhibition, % at 50 µM; hit rate 1.8% among 190,000; AID 868;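 active = inhibition above a set limit, 3 SD over mean compound inhibition, cut at about 8.4% in these data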;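 also: 0% = DMSO-only wells with no growth and 100% = 10 µM 1-NA-PP1 full growth; inhibition rescues growth on 5-FOA so higher OD means more RAM inhibition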
* = called active by the depositor; / = not tested or not shown.

Order of values: TNAP inh noacc	TNAP act hiacc	Lmaj promast	TNAP inh hiacc	bIAP act	APP transl inh	bIAP inh	FLuc act counter	FLuc inhib CS	RAM network inh
> CCN(CC)S(=O)(=O)c1ccc(NC(=O)Cn2c(=O)sc3ccccc32)cc1
→ -2.5	1	30.2	0.4	1.4	-2.8	-40.6	1	3.1	6.4
> Cc1ccc(C(=O)n2nc(-c3cccnc3)nc2N)cc1
→ 1.0	1	-2.5	0.2	0.9	3.9	10.9	1	-3.5	0.2
> CNC(=O)N(C1=NCC(C)S1)c1ccc(F)cc1F (stereo not given)
→ 1.0	1	1.5	-0.8	1	-17.3	3.3	1.1	-8.0	0.7
> CCCOc1ccc(/C(O)=C2/C(=O)C(=O)N(CCCn3ccnc3)C2c2ccco2)cc1 (stereo not given)
→ 0.1	1	-4.1	-1.3	1.1	-21.2	-13.8	1	-2.9	0.1
> COc1ccc(CN(C(=O)CNC(=O)c2ccco2)C(C(=O)NC2CCCC2)c2ccco2)cc1 (stereo not given)
→ -4.8	1	5.4	1.0	0.9	10.7	5.5	1	-4.9	-0.2
> CCOC(=O)CNc1ncc([N+](=O)[O-])cc1C#N
→ 0.6	1	-4.4	-0.9	0.2	2.4	/	1	-4.5	0.5
> COc1ccc(-n2cnnc2SCC(=O)N2CCN(S(=O)(=O)c3ccccc3)CC2)cc1
→ -15.8	1.1	-3.4	-9.4	1.1	/	-14.9	1	-3.9	2.5
> COc1ccc(-c2oc(NC(=O)CSc3ncn[nH]3)c(C#N)c2-c2ccc(OC)cc2)cc1
→ -12.9	1	6.5	0.0	1.2	4.5	-17.2	1.1	-5.1	6.4
> Cc1cccc(-n2nc(C)c3c2NC2=C(C(=O)CCC2)C3c2ccccn2)c1 (stereo not given)
→ -5.7	1	-3.5	0.1	1.1	-13.2	-5.2	1	-4.6	0.0
> CC(C(=O)Nc1ccccc1C(=O)O)n1c(C(F)(F)F)nc2ccccc21 (stereo not given)
→ -8.9	1	0.7	-2.9	1.3	8.3	-30.3	1.1	-6.1	2.2
> O=[N+]([O-])c1ccc(Oc2ccc(-c3cnc4ccccc4n3)cc2[N+](=O)[O-])cc1
→ -18.3	1	-3.4	-2.3	0.9	-8.3	6.1	1.1	-6.9	5.1
> COc1ccc(C2C(C(C)=O)=C(C)N=c3s/c(=C/c4ccc5c(c4)OCO5)c(=O)n32)cc1 (stereo not given)
→ 12.3	0.9	2.4	12.0	0.9	7.8	9.4	1	3.9	1.6
> O=C(CCC(=O)c1cccs1)Nc1nnc(C2CC2)s1
→ -1.2	1.1	-6.7	-5.6	0.9	-6.6	6.3	1	-1.9	3.8
> COc1cc2[nH]c(=O)n(CCC(=O)N3CCC(N4CCCCC4)CC3)c(=O)c2cc1OC
→ -8.2	1.1	3.0	-5.0	1	-14.5	1.6	1	-4.9	0.4
> COc1ccccc1CNC(=O)COC(=O)c1n[nH]c2ccccc12
→ 1.0	1	1.9	-2.8	1.3	13.6	-31.1	1	-3.8	3.1
> O=C(N1CCN(c2ccccn2)CC1)C(Cl)(Cl)Cl
→ 1.1	1	-6.3	1.5	1.2	-9.6	-20.3	1	0.1	0.6
> O=C(CSc1nnc(C2CC2)n1Cc1ccccc1)N1CCN(S(=O)(=O)c2ccccc2)CC1
→ -14.7	1.1	1.9	-6.4	1.2	11.7	-17.1	1.1	-5.8	0.9
> CCN(CC)c1ccc(C2C(C(=O)OCCOC(C)C)=C(C)NC3=C2C(=O)CCC3)cc1 (stereo not given)
→ -13.6	1.1	4.2	-8.8	1	6.5	-3.1	1.1	-6.7	-1.4
> O=C(c1ccco1)N1CCN(C(=O)C2c3ccccc3Oc3ccccc32)CC1
→ -8.6	1	29.2	-0.9	0.9	-20.4	5.8	1	-2.0	5.5
> CC[N+](CC)(CC)C/C(N)=N/O
→ -6.8	1	-6.9	-3.4	0.9	-3.2	9.7	1	-2.1	-0.1
> O=C(COC(=O)c1ccccc1Cl)NC(=O)NCc1ccccc1
→ 1.5	1.1	82.7*	-5.7	1	4.4	4.4	1	-4.7	1.6
> Cc1ccc(-c2nc(C#N)c(NCCc3ccccn3)o2)cc1
→ -6.0	1	-2.9	-4.9	1	-32.3	4.1	1	-2.2	1.1
> O=C(Nc1ccc2c(c1)OCCO2)c1ccc(Br)s1
→ 5.0	1	53.6*	-3.2	1	-198.4	1.6	0.1	86.3*	2.8
> CCOC(=O)c1ccc2c(c1)n(CC)c(/C=C/Nc1ccccc1)[n+]2CC
→ -10.3	1.1	24.6	-8.6	1	-0.9	-0.3	1.1	-8.7	0.1
> CN1CCC(Oc2ccccc2Sc2ccc(C(F)(F)F)cc2)CC1
→ -4.9	1	99.2*	-2.9	0.7	-2.3	34.0	1.1	-8.1	0.4
> O=C(CNS(=O)(=O)c1ccc(Br)cc1)N1CCN(c2ccc(F)cc2)CC1
→ -6.9	1	1.6	-1.7	0.9	-9.9	10.3	1	-3.5	2.0
> COc1cccc(/C=C/c2ccc3ccccc3n2)c1OC(C)=O
→ -1.9	1	75.8*	3.6	1	-131.1	0.1	0.9	10.7	0.1
> CCOC(=O)N1CCN(C(=O)C2CCN(Cc3ccc(O)c(OCC)c3)CC2)CC1
→ -9.0	1.1	-2.2	-8.5	1	12.4	-2.9	1.1	-5.3	1.6
> COc1ccc(N/C(=N/c2nc(C)cc(C)n2)NC(=O)Nc2ccc(Cl)c(Cl)c2)c(OC)c1
→ -5.2	1	-0.7	-4.2	1.1	12.3	-5.3	1.1	-7.3	1.2
> C=CCn1c(SCC(=O)c2ccc(O)c(O)c2)nnc1-c1ccccc1OC
→ 36.6	1	-1.6	4.0	0.9	1.6	11.2	1.1	-7.4	0.9

(further entries)
Order of values: TNAP inh noacc	TNAP act hiacc	Lmaj promast	TNAP inh hiacc	bIAP act	APP transl inh	bIAP inh	FLuc act counter	FLuc inhib CS	RAM network inh
> CC(SCc1cc(=O)n2c([nH]c3ccccc32)c1C#N)C(=O)O (stereo not given)
→ -5.2	1.1	3.7	-6.0	1	9.3	-0.7	1	-3.1	0.5
> CCN(CC)c1ccc(O)c(C=Nc2ccc(C)c(C)c2)c1
→ 3.3	1	11.4	2.2	1	11.4	-4.2	0.9	8.4	-0.4
> O=c1cc(CSc2nnc(COc3ccccc3)n2-c2ccccc2)c2ccccc2[nH]1
→ -7.7	1.1	-4.2	-8.2	0.9	3.3	9.1	1.1	-9.4	4.4
> O=C(CC1C(=O)NCCN1Cc1ccc(-c2ccccc2)cc1)NCc1ccncc1 (stereo not given)
→ -11.1	1	-2.7	-3.6	1.1	9.9	-9.2	1.1	-5.4	-0.3
> COc1cccc(Nc2nc(C)cc(C)c2C#N)c1
→ -12.4	1.1	-1.9	-6.5	0.8	-6.5	15.7	1.1	-7.2	-0.2
> C=CCOc1ccc(/C=N/Nc2ccccn2)cc1OC
→ -7.0	1	15.7	-3.6	0.9	-91.1	7.2	0.5	48.9	2.0
> Cc1cc(Nc2ccc(F)cc2F)n2nc(C)nc2n1
→ 0.2	1	-4.3	3.8	1	26.5	4.6	1	0.3	0.1
> CCOC(=O)CNc1ccc(C(=O)OCC)cc1[N+](=O)[O-]
→ 3.1	0.9	0.4	5.3	0.9	1.9	8.1	1	2.6	0.1
> CCOC(=O)C1=C(C)n2c(s/c(=C3\C(=O)Nc4ccccc43)c2=O)=NC1c1ccc(OC)cc1 (stereo not given)
→ 31.8	0.7	8.3	26.6	0.7	-0.3	29.8	1	-0.4	2.1
> O=C1CC(N2CCN(c3ccc(F)cc3)CC2)C(=O)N1Cc1ccc(N2CCCC2=O)cc1 (stereo not given)
→ -10.3	1	-2.1	-3.6	0.9	-5.4	10.4	1.1	-5.3	-1.1
> CN1C(=O)C(CC(=O)N2CCN(C(c3ccccc3)c3ccccc3)CC2)N(C)C1=O (stereo not given)
→ -6.1	1	-7.2	2.6	1	-9.9	0.6	1	-1.2	0.1
> COc1ccc(-c2nsc(SCC(=O)Nc3ccc4c(c3)OCO4)n2)cc1
→ -2.6	1	-1.2	1.3	1.6	-68.3	-64.5	1	3.1	2.3
> Cc1ccc2nc(-c3ccc(NC(=O)CN(c4ccccc4C)S(C)(=O)=O)cc3)sc2c1
→ -3.1	1	0.5	3.2	0.9	-195.3	6.6	0.6	36.8	2.6
> Cc1nc(NCCN2CCOCC2)c2nnn(Cc3c(F)cccc3Cl)c2n1
→ -12.5	1.1	-0.7	-6.9	1	10.4	-1.5	1.1	-6.1	0.1
> CCc1cc2cc(C)cc(C)c2[nH]c1=S
→ 4.8	1	1.7	0.7	0.4	-21.1	/	1	4.3	5.5
> COC(=O)CSc1c(-c2ccccc2)c2cc(Cl)ccc2[nH]c1=O
→ 2.8	1	-5.1	-1.2	0.9	-26.4	7.0	1	-3.8	0.9
> CCN(CC)S(=O)(=O)c1ccc(C(=O)NCc2nnc(SCC(=O)OC)n2C)cc1
→ -14.1	1	-4.0	0.5	0.9	10.1	12.7	1	-3.3	2.4
> CC(=O)Nc1ccc(C(=O)OC2CCOC2=O)cc1 (stereo not given)
→ -6.4	1	5.6	-0.7	0.9	15.4	11.7	1	-1.3	0.3
> CC(=O)Nc1ccc(OC/C=C(\C)Cl)cc1
→ -8.8	1	-2.3	0.2	0.9	-7.1	12.6	1	0.6	2.1
> CCn1c(C)nc2cc(C(=O)N/N=C/c3ccccc3)ccc21
→ -11.2	1	-4.5	-2.0	0.9	-55.5	5.2	0.8	24.7	0.5
> O=c1[nH]c2ccc(NC(=S)Nc3ccc(Cl)cc3)cc2[nH]1
→ -15.9	1	2.7	-3.7	0.9	4.2	14.5	1.1	-10.0	1.2
> O=C(CCN1C(=O)c2ccccc2S1(=O)=O)NCc1ccco1
→ -4.8	1	-8.4	0.0	0.9	14.0	7.8	1	-4.3	-0.5
> CC(=O)NN1C(=O)c2ccccc2NC1c1ccc([N+](=O)[O-])o1 (stereo not given)
→ -10.9	1	66.0*	-2.4	1	10.1	2.5	1.1	-5.5	-0.6
> O=C(OCn1nnc2ccccc2c1=O)c1ccc2ncsc2c1
→ -13.3	1	-4.4	-3.3	1	-11.9	2.9	1.1	-6.0	4.3
> CCOC(=O)N1CCC(NC(=O)c2cc3sccc3n2CC)CC1
→ -6.9	1	-2.8	-1.5	1	-4.9	0.3	1	-2.5	2.2
> Cc1ccccc1N=C1NC(=O)/C(=C/c2cccn2-c2cccc(C(=O)O)c2)S1
→ -3.5	1	-4.8	-4.5	1	-5.1	-0.2	1	0.9	8.0
> O=C(NC(CO)c1ccccc1)c1ccco1 (stereo not given)
→ -8.1	1	-5.4	-4.0	0.9	-2.2	10.8	1.1	-11.5	0.4
> COc1cccc(/C=C/C(=O)OCC(=O)Nc2ccc(S(=O)(=O)N3CCCC3)cc2)c1
→ 0.9	1	68.2*	-0.4	1.4	3.9	-38.9	1	0.1	9.8*

Filtered by structure: the compounds so far with bromine
Order of values: TNAP inh noacc	TNAP act hiacc	Lmaj promast	TNAP inh hiacc	bIAP act	APP transl inh	bIAP inh	FLuc act counter	FLuc inhib CS	RAM network inh
> O=C(Nc1ccc2c(c1)OCCO2)c1ccc(Br)s1
→ 5.0	1	53.6*	-3.2	1	-198.4	1.6	0.1	86.3*	2.8
> O=C(CNS(=O)(=O)c1ccc(Br)cc1)N1CCN(c2ccc(F)cc2)CC1
→ -6.9	1	1.6	-1.7	0.9	-9.9	10.3	1	-3.5	2.0

Rows were taken by chance. About 13% of those tested had a hit in this group.
